Compound activity (PubChem BioAssay)
T cell modulator: T cell immune modulators affecting CD8 T cell-vesicle binding. calls only at 7 µM. 2C CD8+ T cell-vesicle binding, flow cytometry; hits give low values. hit rate 0.068% among 330,000;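 active = response, share of CD8 T cells binding vesicles, and their 90th percentile fluorescence all below set limits, cut at about 80% in these data, passing the limit was not always enough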
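Also added: QL9-peptide-loaded Drosophila micro-vesicles bearing Ld, ICAM-1 and B7-1; Test system: purified 2C TCR transgenic mouse naive CD8+ T cells; Measured by: cytometric PE anti-B7-1 and Alexa647 anti-CD8 signals after 1% paraformaldehyde fixation; Timing: binding step 1.5 h, 37 °C, antibody labelling 20 min, ice.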
Rac1 GTP hydrolysis: MgcRacGAP GTPase-activating activity inhibitors, confirmation, biochemical, ADP Hunter fluorescence | AID 624330 | one-dose inhibition, % at 30 µM; IC50 in µM for titrated hits | MgcRacGAP-stimulated Rac1 GTP hydrolysis, ADP Hunter fluorescence; higher % means a stronger effect; GST-tagged Rac1 F28L mutant substrate | hit rate 0.6% among 340,000;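 active = first-screen hits whose inhibition reached a set limit at any dose in the follow-up dose series; inconclusive = inhibition above the set first-screen limit but never retested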;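 also: fluorescence reports GDP produced by GAP-driven GTP hydrolysis; strong numbers were not always called active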
Myeloid diff 2: myeloid differentiation induction. calls only at 10 µM. AID 624256. ER-HoxA9 myeloid progenitors, lysozyme-GFP differentiation, flow cytometry. hit rate 1% among 360,000;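 active = normalized GFP-positive differentiation at or above the plate's own cutoff, the solvent-only control mean plus 3 SD; inconclusive = no clear call, values can overlap the other calls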;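 also: cells exposed to compound for four days before flow analysis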
T cell modulator vesicle-bound %: second read-out of T cell modulator, no call of its own (marks repeat the call); double positive events, %; measured here: CD8+ vesicle-bound cell fraction;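 binding gate set so that unloaded-vesicle control wells show 10% double positive cells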
Myeloid diff 2 GFP+ MAC1+ %: second read-out of Myeloid diff 2, no call of its own (marks repeat the call); GFP+ MAC1+ double positive, %; measured here: differentiation confirmed by MAC1 staining
Active calls of the source: *; i = inactive; u = inconclusive; x = not tested or not shown; & = joins results of further samples. A portion of the library, so the mix of outcomes need not match the whole.

SMILES | T cell modulator | T cell modulator vesicle-bound % | Rac1 GTP hydrolysis | Myeloid diff 2 | Myeloid diff 2 GFP+ MAC1+ %
O=C1NC[C@@H](c2ccccc2)OC(=O)[C@@H](Cc2ccc(F)cc2)CC/C=C/C[C@H]1CC(=O)N(CCO)Cc1ccccc1 | i | 8 | -2% | u | x
COc1ccc([C@H]2Cc3cc(O)cc(O)c3C(=O)O2)cc1O | i | 26 | -7% | i | 1.0
O=C(COC(=O)c1cccc(S(=O)(=O)N2CCOCC2)c1)NCc1ccccc1 | i | 22 | 1% | i | 0.7
C[C@H](CO)N1C[C@H](C)[C@@H](CN(C)Cc2ccc3c(c2)OCO3)Oc2c(NC(=O)C3CCCCC3)cccc2C1=O | i | 10 | -15% | i | 0.7
O=C1C(Cc2ccccc2)Nc2ncnc(N3CCOCC3)c2N1Cc1ccccc1 (stereo unspecified) | i | 24 | 7% | i | 1.6&0.4
CN(C)Cc1c(C(C)(C)O)[nH]c2ccc(C(F)(F)F)cc12 | i | 26 | 1% | i | 1.0
CC[C@H](CO)Oc1cc(NCc2ccc(Cl)c(Cl)c2)c2ncn(C(C)C)c2c1 | i | 24 | 6% | i | 1.6
CCOC(=O)c1c(C)[nH]c(C)c1C(=O)COC(=O)c1cccs1 | i | 36 | -1% | i | 0.8
O=c1c2ccccc2oc2cc(-c3ccc4cc[nH]c4c3)ccc12 | i | 22 | 4% | i | 1.8
CN(Cc1ccccc1)C(=O)c1ccc(NC(=O)Cc2ccc([N+](=O)[O-])cc2)cc1 | i | 54 | 15% | i | 1.1
O=C(CN1CCN(S(=O)(=O)c2cccc(Br)c2)CC1)NCCc1cccs1 | i | 46 | 3% | i | 1.0
O=C(CN1CCN(S(=O)(=O)c2ccccc2F)CC1)N1CCc2ccccc2C1 | i | 20 | 47µM* | i | 1.8
CC(=O)Nc1ccc(S(=O)(=O)NCC(=O)Nc2ccc3c(c2)OCO3)cc1 | i | 31 | 2% | i | 1.5
CC(C)(C)OC(=O)C[C@H]1C/C=C\C[C@@H](CC(=O)N(CCO)Cc2ccccc2)C(=O)NC[C@@H](c2ccccc2)OC1=O | i | 34 | 6% | i | 1.5
CCN(C(=O)COC(=O)c1cc(OC)ccc1Br)C1CCS(=O)(=O)C1 (stereo unspecified) | i | 29 | -2% | i | 1.0

5 records picked at random from the list so far:
SMILES | T cell modulator | T cell modulator vesicle-bound % | Rac1 GTP hydrolysis | Myeloid diff 2 | Myeloid diff 2 GFP+ MAC1+ %
CN(C)Cc1c(C(C)(C)O)[nH]c2ccc(C(F)(F)F)cc12 | i | 26 | 1% | i | 1.0
CC[C@H](CO)Oc1cc(NCc2ccc(Cl)c(Cl)c2)c2ncn(C(C)C)c2c1 | i | 24 | 6% | i | 1.6
O=c1c2ccccc2oc2cc(-c3ccc4cc[nH]c4c3)ccc12 | i | 22 | 4% | i | 1.8
O=C(CN1CCN(S(=O)(=O)c2cccc(Br)c2)CC1)NCCc1cccs1 | i | 46 | 3% | i | 1.0
O=C1NC[C@@H](c2ccccc2)OC(=O)[C@@H](Cc2ccc(F)cc2)CC/C=C/C[C@H]1CC(=O)N(CCO)Cc1ccccc1 | i | 8 | -2% | u | x

(continued)
SMILES | T cell modulator | T cell modulator vesicle-bound % | Rac1 GTP hydrolysis | Myeloid diff 2 | Myeloid diff 2 GFP+ MAC1+ %
CC(OC(=O)c1ccc(Br)o1)C(=O)NCC1CCCCC1 (stereo unspecified) | i | 32 | 0% | i | 0.9
COC(=O)[C@@H](Cc1ccccc1)NC(=O)Cn1cnc2c(SC)nc(N)nc21 | i | 13 | 5% | i | 0.6
Cc1ccc(S(=O)(=O)NC(=O)Nc2cccc(S(=O)(=O)N(C)C)c2)cc1 | i | 51 | 3% | i | 0.6
COc1ccc(Cl)cc1NC(=O)COC(=O)C1CC(=O)N(Cc2ccccc2)C1 (stereo unspecified) | i | 46 | 2% | i | 1.2
CN(C(=O)CSc1nnc(Nc2ccccc2F)s1)C1CCS(=O)(=O)C1 (stereo unspecified) | i | 52 | 5% | i | 1.1
CON(C)C(=O)CC(CN(Cc1ccccc1)C(=O)OC(C)(C)C)c1ccc(Cl)cc1 (stereo unspecified) | i | 10 | 4% | i | 0.5
O=C(NCC(=O)N1CCN(Cc2ccccc2)CC1)c1cc(Cl)cc([N+](=O)[O-])c1 | i | 26 | 3% | i | 1.2
Cn1cc(S(=O)(=O)N2CCNCC2)cc1C(N)=O | i | 43 | 3% | i | 0.7
O=C(N[C@H]1C/C=C\C[C@H](CC(=O)N(CCO)Cc2ccccc2)C(=O)N[C@H](Cc2c[nH]c3ccccc23)COC1=O)OCC1c2ccccc2-c2ccccc21 | i | 11 | 8% | i | 2.4
COc1ccc(C)cc1NC(=O)CN1CCCC1c1ccc2c(c1)OCCCO2 (stereo unspecified) | i | 46 | 2% | i | 1.1
O=C(COC(=O)/C=C/c1ccc([N+](=O)[O-])cc1)NNC(=O)c1ccccc1 | i | 59 | 1% | i | 1.3
Cc1ccccc1CSc1ccc(S(=O)(=O)N2CCCC2)cn1 | i | 39 | -2% | i | 0.6
CCn1cnnc1SCC(=O)NCC1COc2ccccc2O1 (stereo unspecified) | i | 40 | 9% | i | 0.8
COc1ccc(Cl)cc1N1C(=O)CC(N2CCN(S(=O)(=O)c3ccccc3F)CC2)C1=O (stereo unspecified) | i | 47 | -5% | i | 0.2
O=C(CCCN1C(=O)/C(=C\c2ccccc2)SC1=S)N1CCOCC1 | i | 57 | 9% | i | 2.8
O=C(COC(=O)/C=C/c1cccs1)Nc1ccc(Cl)cc1F | i | 37 | 6% | i | 1.2
COc1ccc(NC(=O)CSc2nnc(N)s2)cc1S(=O)(=O)N1CCCCC1 | i | 52 | 2% | i | 0.9
CC(=O)c1cccc(NC(=O)CN2C(=O)NC(C)(C)C2=O)c1 | i | 54 | -2% | i | 0.7
CCc1ccc(NC(=O)C(C)OC(=O)Cc2cc(OC)c(OC)c(OC)c2)cc1 (stereo unspecified) | i | 40 | 6% | i | 0.7
Nc1cc(=O)[nH]c(SCC(=O)Nc2cc(S(=O)(=O)N3CCCCCC3)ccc2Cl)n1 | i | 10 | 5% | i | 0.6
C#CCOCCOCCOCCNc1nc(N2CCN(C(=O)C([C@@H](C)O)n3cc([C@@H](N)CCCCN)nn3)CC2)nc(N2CCN(C(=O)[C@H](CCCN=C(N)N)n3cc(C(N)[C@@H](C)CC)nn3)CC2)n1 (stereo partly specified) | i | 12 | 45% | i | 2.4
O=C(CN1C(=O)c2ccccc2C1=O)OCC(=O)N1CCCCC1 | i | 58 | 3% | i | 0.9
C#CCOCCOCCOCCNc1nc(N2CCN(C(=O)C([C@@H](C)O)n3cc([C@@H](N)CCCCN)nn3)CC2)nc(N2CCN(C(=O)[C@H](CCCCN)n3cc(CN)nn3)CC2)n1 (stereo partly specified) | i | 18 | 171µM* | i | 1.7
C#CCOCCOCCOCCNc1nc(N2CCN(C(=O)[C@H](CC(N)=O)n3cc([C@@H](N)C(C)C)nn3)CC2)nc(N2CCN(C(=O)[C@H](CC(N)=O)n3cc([C@@H](N)C(C)C)nn3)CC2)n1 | i | 16 | 7% | i | 1.7
O=C(COC(=O)COc1cccc(F)c1)Nc1nc2ccccc2s1 | i | 42 | 2% | i | 0.2
O=S(=O)(NCCN1CCN(S(=O)(=O)c2ccccc2F)CC1)c1ccccc1F | i | 25 | 4% | i | 2.5
Cn1c(N)c(C(=O)COC(=O)/C=C/c2ccccc2Cl)c(=O)n(C)c1=O | i | 39 | 2% | i | 1.6
CCCC1(CCC)NC(=O)N(CC(=O)Nc2ccc3c(c2)OCCO3)C1=O | i | 39 | -2% | i | 0.6
Cn1c2cc(Br)sc2c2cnn(Cc3ccc(F)cc3F)c(=O)c21 | i | 19 | 10% | i | 0.7
CCN(C(=O)COC(=O)/C=C/c1ccc(F)cc1)C1CCCCC1 | i | 27 | -3% | i | 2.1
CC(C)[C@H](NS(=O)(=O)c1ccccc1)C(=O)Nc1ccccc1N1CCOCC1 | i | 39 | 0% | i | 0.4
CC(C)(C)OC(=O)C[C@H]1C/C=C\C[C@H](CC(=O)N(CCO)Cc2ccccc2)C(=O)NC[C@H](c2ccccc2)OC1=O | i | 18 | 4% | i | 1.8
COc1ccccc1/C=C/C(=O)OCC(=O)NC1CCS(=O)(=O)C1 (stereo unspecified) | i | 11 | -3% | i | 1.1
O=C(COC(=O)c1ccccn1)Nc1ccc2c(c1)OCCO2 | i | 25 | 2% | i | 0.7
CC1=CCC[C@H]2[C@H](C1)C(=O)C[C@@H](C)[C@]2(C)CC/C(=C/CO)CO | i | 14 | -15% | i | 2.2
O=C(C[C@@H]1C/C=C\CCC(=O)OC[C@@H]2CCCN2C1=O)N[C@@H](CO)Cc1ccccc1 | i | 16 | 7% | i | 1.9
O=C(NCc1ccc(F)cc1)c1cc(S(=O)(=O)N2CCCCC2)ccc1Cl | i | 50 | 0% | i | 1.5
CC(C)=CC(=O)O[C@@H]1Cc2c(ccc3ccc(=O)oc23)OC1(C)C | i | 24 | 2% | i | 1.3
O=S(=O)(NCC1COc2ccccc2O1)c1ccccc1F (stereo unspecified) | i | 36 | 2% | i | 0.1
CCN(C[C@H]1N[C@@](CC)(C(=O)OC)[C@H]2C(=O)N(Cc3ccccc3)C(=O)[C@@H]12)C(=O)c1ccc(C(C)(C)C)cc1 | i | 16 | 6% | i | 1.8
C[C@H]1COC(=O)[C@H](CC(=O)OC(C)(C)C)C/C=C\C[C@@H](CC(=O)NCCO)C(=O)N1 | i | 48 | -2% | i | 2.9
CC(Sc1ncnc2c1cnn2-c1ccccc1)C(=O)Nc1ccc(N2CCOCC2)cc1 (stereo unspecified) | i | 43 | -2% | i | 0.7
C[C@H](CO)N1C[C@H](C)[C@@H](CN(C)C(=O)Nc2ccc(C(F)(F)F)cc2)Oc2ccc(NC(=O)NC3CCCCC3)cc2C1=O | i | 7 | 8% | i | 1.1
CCCCNc1c(-c2cccc(SC(C)CC)c2)nc2ccc(Cl)cn12 (stereo unspecified) | i | 8 | -2% | i | 0.7&0.6
CC(=O)Nc1ccc(C(=O)OCC(=O)Nc2ccc(S(=O)(=O)N3CCOCC3)cc2)cc1 | i | 43 | -2% | i | 1.2
COc1cccc(NC(=O)CN(C)CC(=O)NCC(=O)Nc2ccc(F)cc2)c1 | i | 2 | 3% | i | 0.2
CC(=O)Nc1ccc(S(=O)(=O)N(C)CC(=O)NC2CCCCCCC2)cc1 | i | 32 | 2% | i | 1.0
Cc1cccc(C)c1NC(=O)CSc1ncnc2[nH]ncc12 | i | 44 | 4% | i | 1.2
O=C(CSc1cccc[n+]1[O-])Nc1cc(Cl)ccc1[N+](=O)[O-] | i | 43 | 5% | i | 0.8
C=CC[C@@H](CC(=O)N(CCO)Cc1ccccc1)C(=O)N[C@@H](COC(=O)[C@@H](CC=C)Cc1ccc(F)cc1)Cc1ccccc1 | i | 21 | -1% | i | 0.3
CCOc1ccc(N2CC(C(=O)Nc3cc(S(=O)(=O)N4CCCCC4)ccc3C)CC2=O)cc1 (stereo unspecified) | i | 54 | 7% | i | 0.5
COc1cccc(C(CNC(=O)c2ccc(Cl)c(S(=O)(=O)N3CCCC3)c2)N(C)C)c1 (stereo unspecified) | i | 49 | 6% | i | 0.3
COc1ccccc1C(=O)CN1C(=O)NC2(CCCCCC2)C1=O | i | 51 | 2% | i | 0.1
Cc1noc(C)c1NC(=O)Nc1cccc2c1O[C@H](CN(C)S(C)(=O)=O)[C@@H](C)CN([C@H](C)CO)C2=O | i | 10 | 5% | i | 4.3
O=C(NN=Cc1ccc(F)c(F)c1)c1ccc(NS(=O)(=O)c2cccs2)cc1 | i | 51 | 8% | i | 1.0
CSCCC1NC(=O)N(CC(=O)Nc2cccc(S(=O)(=O)N3CCCCCC3)c2)C1=O (stereo unspecified) | i | 26 | 2% | i | 0.3
O=C(CN1c2cccc3cccc(c23)S1(=O)=O)Nc1ccc(F)c(F)c1F | i | 30 | 8% | i | 1.2
C=CC[C@H](CC(=O)N(CCO)Cc1ccccc1)C(=O)N[C@@H](COC(=O)[C@@H](CC=C)Cc1ccc(F)cc1)Cc1ccccc1 | i | 15 | 2% | i | 0.7

Taken from above.
Rac1 GTP hydrolysis with COc1cccc(NC(=O)CN(C)CC(=O)NCC(=O)Nc2ccc(F)cc2)c1 = 3%
Myeloid diff 2 GFP+ MAC1+ % with Cc1noc(C)c1NC(=O)Nc1cccc2c1O[C@H](CN(C)S(C)(=O)=O)[C@@H](C)CN([C@H](C)CO)C2=O = 4.3
T cell modulator vesicle-bound % with CCOc1ccc(N2CC(C(=O)Nc3cc(S(=O)(=O)N4CCCCC4)ccc3C)CC2=O)cc1 (stereo unspecified) = 54
Rac1 GTP hydrolysis with O=C(NN=Cc1ccc(F)c(F)c1)c1ccc(NS(=O)(=O)c2cccs2)cc1 = 8%
T cell modulator vesicle-bound % with O=C(CSc1cccc[n+]1[O-])Nc1cc(Cl)ccc1[N+](=O)[O-] = 43
Rac1 GTP hydrolysis with CC(=O)Nc1ccc(S(=O)(=O)N(C)CC(=O)NC2CCCCCCC2)cc1 = 2%
